Epigenetic derep – Quantitative High-Throughput Screen for Regulators of Epigenetic Control | murine LDR cells, GFP reporter derepression, 30 h | 280,000 tested, 0.2% active | Potency, µM (top dose mostly 53.9 µM), inactives show top-dose GFP activation, actives largely listed as activators; also: potency is read from the fitted curve at half-maximal effect; % of control where 0% means no effect; nearly all actives have a fitted effect of over 60% in size
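In this reporter-derepression format, murine cells bearing a silenced integrated CMV-GFP locus incubate with test compound (30 h, 37 C), then are washed and imaged; fluorescent objects of 20–120 um count as induced cells.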
CBFb-RUNX1 inh – qHTS Assay for Compounds Blocking the Interaction Between CBF-beta and RUNX1 for the Treatment of Acute Myeloid Leukemia; Potency, µM (series often up to 59.8 µM), without a hit: top-dose activity, negative = inhibition, usual class: inhibitors; 230,000 tested, under 10 active; AlphaScreen CBFb-His/RUNX1-biotin binding, biochemical; also: % of control where 0% means no effect
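Read-out: AlphaScreen. Format: His-CBF-beta with biotinylated RUNX1 (30 nM each) preincubated 20 min, compound 15 min, Ni-chelate plus streptavidin beads 90 min; room temperature throughout.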
Luc counter – Counterscreen for Luciferase (Kinase-Glo TM) Inhibition; Kinase-Glo luciferase, ATP luminescence, 8 min; Potency, µM (top dose mostly 38.3 µM), for the others: top-dose activity change, negative = inhibition, most hits filed as inhibitors; 200,000 tested, 0.28% active; AID 1379, 2008; also: potency is read from the fitted curve at half-maximal effect; % is scaled to controls: 0 for no effect and ±100 for the full control effect; nearly all actives have a fitted effect of over 60% in size
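Compounds were added to a substrate mix at pH 7.2 (50 mM imidazole, 10 uM ATP, within the enzyme's linear range), followed by Kinase-Glo detection reagent; luminescence was measured after 8 minutes at ambient temperature.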
NPSR antagonist – qHTS Assay for Antagonists of the Neuropeptide S Receptor: cAMP Signal Transduction; Q6W5P4; Potency, µM (titrated, usually from 38.3 µM), for the others: top-dose activity change, negative = inhibition, actives largely listed as inhibitors; CHO-NPSR cells, cAMP TR-FRET, antagonist mode; 220,000 tested, 1% active; also: potency is read from the fitted curve at half-maximal effect; % is scaled to controls: 0 for no effect and ±100 for the full control effect; nearly all actives have a fitted effect of over 50% in size; many of its hits are not listed in these tables
Target sequence (Q6W5P4 whole entry, looked up): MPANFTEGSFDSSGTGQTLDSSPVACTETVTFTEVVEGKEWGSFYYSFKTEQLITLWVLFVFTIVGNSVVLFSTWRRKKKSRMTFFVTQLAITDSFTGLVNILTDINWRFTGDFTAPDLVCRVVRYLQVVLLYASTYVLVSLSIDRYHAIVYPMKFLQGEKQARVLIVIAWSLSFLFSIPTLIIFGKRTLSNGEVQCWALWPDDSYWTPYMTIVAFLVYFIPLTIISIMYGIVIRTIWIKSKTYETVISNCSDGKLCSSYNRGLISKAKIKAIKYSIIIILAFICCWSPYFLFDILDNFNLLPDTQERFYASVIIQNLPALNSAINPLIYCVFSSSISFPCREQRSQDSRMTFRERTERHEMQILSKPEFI
Lamin A splicing – qHTS Assay for Modulators of Lamin A Splicing; HeLa LMNA splicing GFP/RFP minigene ratio, 48 h; Potency, µM (series often up to 46.1 µM), for inactives: top-dose ratio change, negative = inhibition, usual class: inhibitors; AID 1487, 2009; 200,000 tested, 0.01% active; active = well fitted inhibition curve with a large enough effect in the signal ratio, with a control signal flat, not every such curve was filed as active; inconclusive = small, poorly fitted or top-dose-only effect, or effect the other way, or a change in a side signal; the % refers to the signal ratio; also: potency is read from the fitted curve at half-maximal effect; % is scaled to controls: 0 for no effect and ±100 for the full control effect
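S3 HeLa cells stably expressing lamin A-EGFP splicing minigene plus DsRed2, 600 cells/well, 48 h compound exposure at 37C. Laser-scanning cytometry; analysed as GFP (500-530 nm)/RFP (575-640 nm) total intensity ratio; 0.5% DMSO vehicle.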
GLA spleen mod – qHTS Assay for Inhibitors and Activators of Human alpha-Galactosidase From Spleen Homogenate | human spleen homogenate, 4MU-alpha-Gal fluorescence, 40 min | 240,000 tested, 0.008% active | Potency, µM (titrated, usually from 80 µM), for the others: at the highest dose activity change, negative = inhibition, most hits filed as inhibitors | AID 2107, 2009 | Alpha-galactosidase A (Homo sapiens), P06280;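 also: potency is read from the fitted curve at half-maximal effect; 0% = enzyme with vehicle and -100% = no enzyme basal signal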
Target sequence (P06280 32-429 limits assumed): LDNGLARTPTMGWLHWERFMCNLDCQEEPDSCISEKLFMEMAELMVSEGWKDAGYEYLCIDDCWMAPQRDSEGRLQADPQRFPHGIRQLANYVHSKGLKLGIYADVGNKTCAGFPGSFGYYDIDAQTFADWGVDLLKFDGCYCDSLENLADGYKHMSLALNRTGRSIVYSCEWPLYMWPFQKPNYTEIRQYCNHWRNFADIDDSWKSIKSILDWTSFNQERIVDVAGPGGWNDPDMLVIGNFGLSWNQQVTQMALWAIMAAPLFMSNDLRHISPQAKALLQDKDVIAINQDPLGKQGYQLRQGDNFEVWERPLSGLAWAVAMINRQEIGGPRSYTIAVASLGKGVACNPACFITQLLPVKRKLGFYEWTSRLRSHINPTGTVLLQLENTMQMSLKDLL
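Inhibition or activation of alpha-galactosidase in human spleen homogenate is scored by 4-MU fluorescence after 40 min at 37C, pH 5.0, with 1 mM substrate. AC50s come from concentration-response fitted to the Hill equation.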
IMPase Li cell – qHTS Assay for Identifying the Cell-Membrane Permeable IMPase Inhibitors: Potentiation with Lithium; 210,000 tested, 0.35% active; AID 1457, 2008; Potency, µM (series often up to 59.4 µM), inactives show at the top dose activity, negative = IMPase inhibition, hits mostly inhibitors; CHO-M1 cells, IP1 TR-FRET (IP-One), carbachol + lithium;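 also: IP1 builds up when IMPase is blocked and the TR-FRET signal falls; potency is read from the fitted curve at half-maximal effect; plate controls were basal vehicle for no effect and high inhibitor control for full effect; nearly all actives have a fitted effect of over 50% in size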
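Readout is a homogeneous TR-FRET IP1 immunoassay (Ex 320, Em 665 and 620), where raised cytosolic IP1 lowers signal. Cells were CHO-M1 treated 30 min at 37C with test compounds plus a little lithium; AC50 values came from Hill-equation fitting.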
Starred values were filed as active, the others as inactive; ? = inconclusive; . = no result given; & = joins results of further samples; [ ] = another dose, or the depositor's remark. Unless noted, calls follow the shape of the dose curve; as a rule, active = well fitted curve in the direction sought with a large enough effect; inconclusive = small, poorly fitted or top-dose-only effect, or another doubt; inactive = no such curve, though single readings can be large; an effect the other way counts as inactive or inconclusive. These rows are one share of the data. The share of hits here may be higher or lower than overall.

Compound	Epigenetic derep	GLA spleen mod	Lamin A splicing	NPSR antagonist	CBFb-RUNX1 inh	IMPase Li cell	Luc counter
CCOC(=O)N1CCN(C(=O)CCSCCc2ccncc2)CC1	1.1%	-23%	?	-1%[46.1 µM]	-7%	6%[38.3 µM]	-3%
Cc1cccc2cc(COC(=O)c3cccc([N+](=O)[O-])c3)c(=O)[nH]c12	0.1%	3%	.	0%	0%	.	.
Cc1ccccc1NC(=O)NCCN1C(=O)C2C3C=CC(C3)C2C1=O (centres undefined)	-0.8%	-9%	-3%	18%[46.1 µM]	12%	20%[38.3 µM]	0%
C=CCN(C(=O)CSc1nc2c(sc3ccccc32)c(=O)n1CCN(CC)CC)c1ccccc1	0.0%	5%	.	?	8%	20%	.
O=C(CCn1cccc1)Nc1cc(F)ccc1F	-1.1%	-3%	11%	2%[46.1 µM]	-11%	-1%[38.3 µM]	-5%
COc1cccc(-c2nnc(SCC(=O)N3CCCc4ccccc43)o2)c1	-1.6%	1%	-20%	-28%[46.1 µM]	-4%	37%[38.3 µM]	-3%
CCC(C)NC(=O)c1cc(-c2ccccc2O)on1 (centres undefined)	1.0%	0%	-6%	-2%[46.1 µM]	0%	5%[38.3 µM]	-2%
Cc1ccc(NCCC(=O)c2cccc([N+](=O)[O-])c2)c(C)c1	6.4%	2%	?	-21%[46.1 µM]	?	1%	0%
CCC1=C(OC(=O)N(CC)CC)N2C(=O)OC(=NCCOC)[C@]2(Cc2ccccc2)[C@H]2C1=CC[C@H]1C(=O)N(C)C(=O)[C@H]12	0.2%&2.9%	3%&-11%	.	15%	10%&11%	-5%	-4%
Cc1sc2ncn(CC(=O)N(CC(=O)NC3CCCC3)Cc3cccs3)c(=O)c2c1C	0.2%	2%	-3%	-25%[46.1 µM]	2%	20%[38.3 µM]	1%
COc1ccc(CNC(=O)CSc2nc3[nH]ncc3c(=O)n2-c2ccccc2Br)cc1	-0.8%	4%	-23%[9.22 µM]	6%	-1%	1%	2%
O=C(N/N=C/c1ccncc1)c1cccc(S(=O)(=O)Nc2ccc(Cl)cc2)c1	2.1%	-1%	.	7%	?	.	.
CCc1ccccc1NC(=O)C1CC(c2ccc(F)cc2)=NO1 (centres undefined)	-0.9%	-19%	7%	-15%[46.1 µM]	4%	-13%[38.3 µM]	-1%
Cn1cc(CN2CCC(C(O)c3cccs3)CC2)c(-c2ccccc2F)n1 (centres undefined)	-3.7%	-1%	.	25%	5%	.	.
COc1ccc(CCNC(=O)CSc2nc3[nH]ncc3c(=O)n2-c2cccc(C(F)(F)F)c2)cc1OC	5.4%	9%	.	-1%	0%	-4%	3%
C=CCn1c(SCC(=O)Nc2cc(C)on2)nc2sc3c(c2c1=O)CCCC3	-1.1%	-1%	-5%	-10%[46.1 µM]	5%	9%[38.3 µM]	-3%
O=C(CSc1ncccn1)N1CCN(Cc2ccccc2)CC1	2.1%	2%	1%	-1%[46.1 µM]	6%	1%	-2%
O=C(NCCCN1CCCC1)c1ccc(Cn2c(=S)[nH]c3ccc(Br)cc3c2=O)cc1	-0.5%	2%	-19%[46 µM]	-7%	-12%	15%	0%
CCCCn1c(=O)c(CCC(=O)OCC(=O)Nc2cc(Cl)ccc2OC)nc2ccccc21	1.1%	-10%	17%	-11%	0%	-14%	-1%
COc1ccc(/C=N/N=C/c2ccc(OC)c(OC)c2)cc1OC	1.1%	-6%	-10%	-11%[46.1 µM]	1%	28%[38.3 µM]	2%
Cc1ccc(Sc2nnc(-c3ccccc3)cc2C#N)cc1	2.3%	1%	-2%	-6%[46.1 µM]	3%	-7%[38.3 µM]	-3%
N#C/C(=C(/O)CN1CCCC1)c1nc(-c2ccccc2)cs1	-3.3%	6%	.	-20%	-4%	.	.
COc1ccc(NC(=O)CN(c2cccc(F)c2)S(C)(=O)=O)cc1OC	2.2%	0%	4%	1%[46.1 µM]	3%	18%[38.3 µM]	1%
O=[N+]([O-])c1ccc(Cc2nnc(-c3ccccc3Cl)o2)cc1	5.0%	-5%	.	-19%	-1%	3%	9%
Cc1ccc(C(=O)C2CCN(CC(=O)Nc3nc(C)cs3)CC2)cc1	0.0%	-4%	?	-20%[46.1 µM]	-2%	-6%[38.3 µM]	8%
O=C(O)c1ccc(/C=N/Nc2ccc(S(=O)(=O)N3CCCC3)cc2[N+](=O)[O-])cc1	4.0%	-4%	.	?	?	.	.
CC1=C(C(=O)OCc2ccccc2)C(c2ccc(C)o2)C2=C(CCCC2=O)N1 (centres undefined)	0.0%	2%	?	-15%[46.1 µM]	-4%	21%[38.3 µM]	-2%
COc1ccc(NC(=O)/C(Cl)=C(/Cl)S(=O)Cc2ccccc2Cl)cn1 (centres undefined)	-1.5%	4%	.	5µM*	-13%	34%[activator]	3%
CCc1c(C)nc2ncnn2c1NCc1cccs1	0.0%	7%	?	-3%[46.1 µM]	-1%	4%	0%
COc1ccccc1CNC(=O)C1CCCN(S(=O)(=O)c2c(C)[nH]c(=O)[nH]c2=O)C1 (centres undefined)	-0.2%	-6%	-1%	-2%[46.1 µM]	-2%	-8%[38.3 µM]	2%
CC(=O)/C(=N\Nc1ccc(C)cc1)Sc1nncn1C	-1.1%	10%	0%	-4%	1%	-2%	-6%
O=C(CCN1CCN(C/C=C/c2ccccc2)CC1)Nc1ccccc1	0.0%	10%	-15%	-6%[46.1 µM]	6%	20%[38.3 µM]	4%
S=C(NCc1ccccc1)NCc1ccccn1	9.3%	-1%	.	11%	10%	.	.
CC(C)(C)C(=O)N1CCN(c2c(Cl)cccc2[N+](=O)[O-])CC1	4.5%	-2%	?	-11%[46.1 µM]	1%	3%	0%
COc1cc(OC)c(-c2nc3c[n+](CC(=O)c4ccccc4)ccc3n2C)cc1OC	1.8%	-9%	2%	-14%[46.1 µM]	14%	7%	3%
COc1ccc(/C=N/NC(=O)c2ccc3c(c2)OCCO3)cc1[N+](=O)[O-]	0.0%	5%	-4%	-6%[46.1 µM]	5%	2%	0%
O=C(Nc1ccc(S(=O)(=O)Nc2nccs2)cc1)C1=NN(c2ccccc2)C(=O)CC1	-1.3%	4%	.	5%	8%	.	.
CCc1ccc(S(=O)(=O)NCc2cn3c(C)csc3n2)s1	-0.8%	0%	?	-12%[46.1 µM]	-1%	19%[38.3 µM]	0%
COc1ccc(S(=O)(=O)/N=C2/C=CC(=O)C(C)=C2C)cc1	-1.1%	-5%	4%	2%[46.1 µM]	-4%	-11%[38.3 µM]	-3%
O=C(Cc1c[nH]c2ccccc12)NNC(=O)c1ccccc1	1.0%	12%	-9%	7%[46.1 µM]	-5%	7%	2%
COc1cccc(C(c2nnnn2Cc2ccccc2)N2CCN(C3CCCC3)CC2)c1OC (centres undefined)	-0.4%	-5%	-13%	?	4%	1%[38.3 µM]	1%
CC(=O)N1CCc2ccc(S(=O)(=O)N3CCN(C)CC3)cc21	-1.3%	0%	-4%	21%	4%	-2%	-3%
CCOC(=O)CSc1ccc(S(=O)(=O)N2CCCC2)cc1[N+](=O)[O-]	-4.1%	-3%	31%[46 µM]	13%	4%	5%	4%
C/C(CCN1CCCc2nc(C)c(C)cc21)=N\OC[C@@H](C)[C@H](OCc1ccccc1)C(C)C	0.0%[10.1 µM]	3%[17.5 µM]	.	.	-2%[13.1 µM]	.	.
Fc1ccc(-c2nc3cnccn3c2NC2CCCC2)cc1	-1.1%	1%	?	4%	-3%	10%	-5%
Cc1cc(Nc2cc(F)ccc2C)n2nc(C)nc2n1	-4.2%	1%	2%	5%	3%[2.36 µM]	5%	-1%
CC(C)(C)OC(=O)C1=NOC2(C=CC(=O)C=C2)C1	-0.1%	-9%	.	.	-6%	25%	0%
O=C(Oc1ccc2c(c1)OCO2)c1cccs1	-1.0%	1%	-22%	-2%[46.1 µM]	8%	33%[38.3 µM]	-7%

A different layout for part of the listing above.
CC(=O)N1CCc2ccc(S(=O)(=O)N3CCN(C)CC3)cc21
  Epigenetic derep = -1.3%	GLA spleen mod = 0%	Lamin A splicing = -4%	NPSR antagonist = 21%	CBFb-RUNX1 inh = 4%	IMPase Li cell = -2%	Luc counter = -3%
CCOC(=O)CSc1ccc(S(=O)(=O)N2CCCC2)cc1[N+](=O)[O-]
  Epigenetic derep = -4.1%	GLA spleen mod = -3%	Lamin A splicing = 31%[46 µM]	NPSR antagonist = 13%	CBFb-RUNX1 inh = 4%	IMPase Li cell = 5%	Luc counter = 4%
C/C(CCN1CCCc2nc(C)c(C)cc21)=N\OC[C@@H](C)[C@H](OCc1ccccc1)C(C)C
  Epigenetic derep = 0.0%[10.1 µM]	GLA spleen mod = 3%[17.5 µM]	Lamin A splicing = .	NPSR antagonist = .	CBFb-RUNX1 inh = -2%[13.1 µM]	IMPase Li cell = .	Luc counter = .

Next compounds follow:
Compound	Epigenetic derep	GLA spleen mod	Lamin A splicing	NPSR antagonist	CBFb-RUNX1 inh	IMPase Li cell	Luc counter
C=CCNC(=S)N/N=C/c1cn(C)c2ccccc12	10%	4%	.	-13%	0%	.	.
O=C(COC(=O)C1(c2cccc(F)c2)CCCC1)NCc1cccs1	0.3%	-2%	.	-13%	14%	11%	-3%
CCn1c(=NC(=O)CSC(C)=O)sc2ccccc21	0.1%	8%	-4%	?	2%	24%[38.3 µM]	-1%
CNC(=S)N1CCC(n2cnc3ccccc32)CC1	-1.0%	7%	4%[46 µM]	-2%	-2%	2%	1%
Cc1cc(C)n(C(=O)CNC(=O)c2ccc3c(c2)OCCO3)n1	0.9%	-12%	17%	-1%[46.1 µM]	-2%	8%[38.3 µM]	-5%
O=C(O)Cc1ccc(NS(=O)(=O)c2ccccc2Br)cc1	0.0%	-2%	-1%[46 µM]	7%	-9%	12%	0%
O=c1oc(-c2ccccc2F)nc2c1cnn2-c1ccccc1	1.5%	-16%	3%	?	-1%	47%[activator][38.3 µM]	-2%
CC(C)c1ccccc1N1CC(C(=O)O)CC1=O (centres undefined)	0.0%	-3%	1%	12%[46.1 µM]	5%	0%[38.3 µM]	0%
COc1ccc(CNc2ccnc(-c3c(C)noc3C)n2)c(OC)c1	.	-16%	?	.	.	-2%	.
O=[N+]([O-])c1cc(/C=N/Nc2nc(N3CCCCC3)nc(N3CCCCC3)n2)ccc1O	1.1%	-1%	-13%	-59%	1%	15%	-3%

High-throughput results: PubChem, National Center for Advancing Translational Sciences (NCATS)
